SARS 3CLpro inh – SARS-CoV 3CLpro protease inhibition. P0C6X7. recombinant SARS-CoV 3CLpro, quenched FRET peptide cleavage. inhibition, % at 6 µM. hit rate 0.14% among 290,000. AID 1706; in the data active = inhibition above about 12%
DUSP3 inh – inhibitors of human VHR1 phosphatase (DUSP3) | P51452 | AID 1654 | inhibition, % at 13.3 µM | hit rate 0.52% among 290,000 | recombinant VHR phosphatase, pNPP absorbance; in the data active = inhibition above about 50%; also: some compounds called inactive have numbers as strong as hits
Vc quorum ag – quorum light induction in luxS cqsA deficient V. cholerae; hit rate 0.16% among 350,000; V. cholerae BH1578 lux reporter, luminescence, 6 h; activation, % at 18.7 µM; in the data active = activation mostly above about 9.7%, no sharp cut-off; also: not every result past the cut was called active; inactives centre near 0; reference of the scale not given here
Rv3671c inh – inhibits the M. tuberculosis serine protease Rv3671c; inhibition, % at 5.96 µM; hit rate 0.048% among 320,000; P9WHR9; in the data active = inhibition above about 38%;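 also: extracellular domain of Rv3671c used as enzyme; 0% = enzyme with DMSO and 100% = no enzyme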
Target sequence (P9WHR9 whole entry, looked up, the tested form may be a part): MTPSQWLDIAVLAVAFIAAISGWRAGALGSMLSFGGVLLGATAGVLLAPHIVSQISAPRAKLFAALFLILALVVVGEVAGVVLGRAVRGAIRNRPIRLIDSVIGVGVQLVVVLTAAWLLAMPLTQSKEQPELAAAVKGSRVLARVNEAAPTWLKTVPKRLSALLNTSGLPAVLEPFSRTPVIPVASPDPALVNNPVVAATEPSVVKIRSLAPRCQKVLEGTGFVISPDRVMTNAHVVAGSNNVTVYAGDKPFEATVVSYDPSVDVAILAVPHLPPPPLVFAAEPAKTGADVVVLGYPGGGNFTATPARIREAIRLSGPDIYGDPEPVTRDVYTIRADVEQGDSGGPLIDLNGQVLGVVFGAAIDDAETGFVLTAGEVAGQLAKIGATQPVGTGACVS
GDH-TPI inh – counter-screen for M. tuberculosis FBA inhibitors: GDH-TPI coupled enzymes. GDH-TPI coupled enzyme counterscreen, NADH absorbance. AID 588335. hit rate 1.2% among 360,000. inhibition, % at 4.8 µM; in the data active = inhibition above about 30%;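 also: 0% = DMSO wells and 100% = wells lacking the enzyme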
Mtb UGM inh – blocks M. tuberculosis UGM enzyme | AID 504406 | inhibition, % at 10 µM | purified UGM, fluorescence polarization probe displacement | hit rate 0.06% among 320,000; in the data active = inhibition above about 10%, passing the limit was not always enough
Target sequence (P9WIQ1 whole entry, looked up): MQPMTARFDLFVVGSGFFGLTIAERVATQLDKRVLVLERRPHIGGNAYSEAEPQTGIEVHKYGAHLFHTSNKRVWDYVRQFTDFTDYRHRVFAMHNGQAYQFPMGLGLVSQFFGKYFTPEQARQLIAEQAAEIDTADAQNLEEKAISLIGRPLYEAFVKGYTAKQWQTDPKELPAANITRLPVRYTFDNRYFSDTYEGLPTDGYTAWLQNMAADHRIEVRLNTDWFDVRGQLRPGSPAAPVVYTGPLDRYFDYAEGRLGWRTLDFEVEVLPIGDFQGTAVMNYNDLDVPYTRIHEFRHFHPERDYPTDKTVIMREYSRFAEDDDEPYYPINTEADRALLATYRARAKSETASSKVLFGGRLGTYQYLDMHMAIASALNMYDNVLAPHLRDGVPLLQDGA
SSB-PriA inh – blocks PriA binding to SSB C-terminal tail; AID 1272365; AlphaScreen SSBct-PriA binding, biotinylated peptide; hit rate 0.6% among 430,000; inhibition, % at 33 µM; in the data active = inhibition mostly above about 37%, no sharp cut-off; inactive = mostly below about 20%;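 also: plate controls were negative control peptide for no effect and reference peptide for full effect; strong numbers were not always called active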
MazF activator – activators of E. coli MazEF toxin-antitoxin RNase. activation, % at 20 µM. hit rate 0.32% among 350,000. FAM/BHQ RNA-DNA oligo cleavage fluorescence, 5 h. P0AE70; in the data active = activation above about 50%
Target sequence (P0AE70 whole entry, looked up): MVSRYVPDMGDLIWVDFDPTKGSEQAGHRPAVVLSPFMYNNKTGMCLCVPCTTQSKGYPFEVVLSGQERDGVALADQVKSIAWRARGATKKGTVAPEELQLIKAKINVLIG
Mtb BioA inh – inhibitors of Mycobacterium tuberculosis BioA enzyme. purified M. tuberculosis BioA enzyme, plate reader. inhibition, % at 9.99 µM. AID 602481. hit rate 0.096% among 360,000; in the data active = inhibition above about 40%
Mtb FBA inh – inhibits M. tuberculosis FBA enzyme | P9WQA3 | purified M. tuberculosis FBA, fluorescence read-out | inhibition, % at 1 µM | hit rate 2.3% among 360,000 | AID 588726; in the data active = inhibition above about 27%;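 also: 0% = vehicle and 100% = reference inhibitor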
The depositor's hits bear a star; i = inactive; / = not tested or not shown; & = joins results of further samples; ! = a repeat was not active.

no. | SMILES | SARS 3CLpro inh | DUSP3 inh | Vc quorum ag | Rv3671c inh | GDH-TPI inh | Mtb UGM inh | SSB-PriA inh | MazF activator | Mtb BioA inh | Mtb FBA inh
1 | CCOC(=O)CC(=O)CSc1nc(CC)c(C)cc1C#N | -1 | -18 | i | 9 | 9 | -0.8 | -6 | 0 | 1.0 | 23
2 | Cc1cnc(C(=O)OCC(=O)Nc2ccc(C)c(S(=O)(=O)N3CCCCC3)c2)cn1 | 0 | 46 | -0.2 | -6 | 0 | 3.0 | -10 | -6 | / | -4
3 | CC1(C)CC(=O)C(C(C2=C(O)CC(C)(C)CC2=O)c2ccc(Br)s2)C(=O)C1 (configuration not stated) | 5 | -5 | -2.7 | 4 | -14 | 0.4 | -6 | 3 | -1.3 | -2
4 | COC(=O)c1c(C)oc2c1cc(NS(=O)(=O)c1ccc(C(=O)O)cc1)c1ccccc12 | 2 | 17 | -0.2 | -16 | 19 | 1.7 | -1 | 6 | 0.1 | -3
5 | O=C(NCc1c[nH]c2ccccc12)c1ccccc1 | / | / | -0.5 | -2 | 4 | 1.1 | 1 | 9 | -1.2 | 0
6 | O=C(Cn1nnc(-c2ccccc2)n1)c1ccccc1 | 6 | 6 | i | 0 | -5 | 1.4 | -20 | 5 | -0.5 | 0
7 | COc1ccc(-c2nnc(C(C)Nc3cccc(C(=O)NC4CC4)c3)o2)cc1 (configuration not stated) | / | / | 0.9 | -3 | 1 | 0.7 | -4 | -1 | 0.7 | 3
8 | O=C(NCC(=O)N(c1cccc(F)c1)C(C(=O)NC1CCCC1)c1ccncc1)c1cccs1 (configuration not stated) | -4 | 29 | -1.5 | -11 | -14 | 2.2 | 3 | 7 | 1.7 | 2
9 | COCCN(C(=O)CSc1nc2nc(C)cc(C)n2n1)c1c(N)n(Cc2ccccc2)c(=O)[nH]c1=O | -2 | 22 | -0.4 | -1 | -9 | 2.8 | 3 | -1 | / | 2
10 | Cc1c(C(=O)N2CCOCC2)sc(NC(=O)C(C)C)c1C#N | -3 | 8 | -0.4 | -1 | 9 | -0.3 | -8 | 9 | 0.2 | 2
11 | N#CCSCC(=O)Nc1ccc(Cl)cc1 | 4 | 26 | i | 2 | 3 | 2.3 | -13 | -1 | -1.0 | -2
12 | CCCC(C(=O)NCc1ccco1)N(C(=O)CNS(=O)(=O)c1ccc(Cl)cc1)C1CCCC1 (configuration not stated) | 1 | -10 | -0.4 | -6 | 1 | -1.5 | 2 | -6 | -1.3 | -1
13 | O=C(C1CCCN(S(=O)(=O)c2ccc(Br)s2)C1)N1CCN(c2ccccc2)CC1 (configuration not stated) | 7 | 15 | 0.2 | 0 | -11 | 1.3 | 14 | -2 | 0.1 | 2
14 | Cc1ccc(C2OC34CCCCCC3C(C#N)(C(=N)O4)C2(C#N)C#N)cc1 (configuration not stated) | 4 | -7 | -0.2 | 7 | 4 | 1.8 | 14 | 6 | / | 70*
15 | COC(=O)c1cc2c(ccn2-c2ccc(F)cc2)n1Cc1ccc(OC(C)=O)cc1 | 2 | -9 | -0.1 | -4 | 0 | 1.3 | 0 | -2 | / | 0
16 | C/C=C(\C)C(=O)N1CC2(CC(c3cccc(NC(=O)CCCCC)c3)=NO2)C[C@@H]1C(N)=O (some centres not stated) | / | 15 | -0.6 | 1 | 1 | 0.2 | -6 | -1 | -0.3 | 0
17 | c1cncc(-c2nc(-c3ccco3)cs2)c1 | 1 | 18 | i | 1 | 2 | 0.9 | -7 | 9 | 1.4 | 3
18 | CCC(C)NC(=O)c1ccc(C2SCC(=O)N2Cc2ccccc2)cc1 (configuration not stated) | 4 | -9 | i | -4 | -2 | -1.1 | -8 | -20 | / | 0
19 | O=C(O)c1ccccc1Oc1ccc(Oc2ccccc2)cc1 | 2 | 5 | 0.6 | -2 | 0 | 0.0 | 0 | -4 | 0.8 | 0
20 | CN(C(=O)CN1CCC(NC(=O)c2ccccc2Br)CC1)C1CCCCC1 | 0 | 31 | -0.3 | -3 | -5 | 2.0 | -2 | 5 | 1.7 | 2

The results go on.
no. | SMILES | SARS 3CLpro inh | DUSP3 inh | Vc quorum ag | Rv3671c inh | GDH-TPI inh | Mtb UGM inh | SSB-PriA inh | MazF activator | Mtb BioA inh | Mtb FBA inh
21 | O=C(CN1C(=O)c2ccc([N+](=O)[O-])cc2C1=O)NCc1ccc(C(=O)O)cc1 | 1 | 10 | i | 0 | 0 | 0.2 | -12 | -2 | -1.4 | -1
22 | COc1ccc(N2C(=O)NC(NS(=O)(=O)c3ccccc3)(C(F)(F)F)C2=O)cc1 (configuration not stated) | -3 | 44 | 4.3 | 2 | 5 | 1.6 | -6 | 3 | -0.6 | 1
23 | Cc1ccc(NC(=O)C2(C)CCN2C(=O)Cc2ccc(C(C)C)cc2)cc1 (configuration not stated) | / | / | i | / | 1 | / | / | / | 3.0 | 3
24 | COc1ccc(OC(=O)COc2cccc(C)c2)cc1 | -2 | 16 | -0.1 | -1 | -2 | -1.9 | -13 | -3 | 1.7 | 0
25 | CCn1c(SCc2cccnc2)nnc1-c1c[nH]c2ccccc12 | -1 | 17 | i | 7 | -12 | 2.9 | -3 | -3 | 27 | -3
26 | CCOc1ccc(NC(=O)CSc2nnc(-c3ccccn3)n2N)cc1 | -4 | 15 | i | 1 | 4 | 2.0 | 64*! | 3 | -0.3 | -1
27 | COc1ccc(CC(=O)NCc2nnc(SCC(=O)c3ccc(OC)cc3)n2C)cc1 | -1 | 22 | -0.2 | -1 | 5 | 0.4 | -4 | -2 | -0.1 | 0
28 | CCOC(=O)[C@H]1[C@H]2COc3ccc(Br)cc3[C@H]2N2C(=O)CN(Cc3ccc(C)cc3)C(=O)[C@@]12C | / | / | -0.4 | / | 6 | / | 6 | 161* | -2.2 | 1
29 | Cc1ccc(S(=O)(=O)Nc2c(C)cc([N+](=O)[O-])cc2C)cc1 | / | / | -0.8 | / | 15 | / | -7 | 7 | / | -3
30 | Cc1c(C(=O)N2CCOCC2)sc(NC(=O)c2ccc3c(c2)OCO3)c1C#N | -6 | -1 | i | 6 | 45* | -1.2 | -7 | 0 | -1.6 | -2
31 | COC(=O)c1sc(-c2ccccc2)cc1NC(=O)C1CC1 | -4 | -25 | -1.6 | -4 | 13 | -0.8 | 2 | 2 | / | 0
32 | COCCOC(=O)C1=C(C)NC(=O)NC1c1c(OC)ncnc1OC (configuration not stated) | 0 | 29 | -0.3 | -7 | -11 | -0.7 | -12 | 3 | 0.8 | -8
33 | C[C@@H]1CN([C@H](C)CO)C(=O)CCCn2nncc2CO[C@H]1CN(C)C(=O)Oc1ccccc1 | / | / | -0.4 | / | -8 | / | / | 9 | 0.1&-0.7&1.2 | 1
34 | COc1cccc(-c2csc(N3CCN(C(=S)Nc4cccc(Cl)c4)CC3)n2)c1 | -2 | 20 | 1.9 | -22 | 9 | -2.0 | 6 | -4 | -0.7 | -3
35 | Cc1nc(SC(C)C(=O)Nc2cccc(C(F)(F)F)c2)c2c(C)c(C(=O)O)sc2n1 (configuration not stated) | 4 | 7 | i | -12 | 9 | 1.0 | -11 | -16 | / | -2
36 | O=C1/C(=C/c2ccncc2)CCC/C1=C\c1ccncc1 | 3 | 25 | -0.3 | / | 18 | / | -8 | 11 | 3.3 | 1
37 | CCc1ccc(NC(=O)CSc2nc3cc(C(=O)OC)ccc3c(=O)n2CC2CCCO2)cc1 (configuration not stated) | 2 | 10 | / | 5 | -2 | 2.5 | -12 | 4 | -0.1 | -4
38 | CC(=O)Nc1ccc(OCC(O)Cn2ccnc2C)cc1 (configuration not stated) | -8 | 19 | -0.3 | -1 | 3 | -1.2 | -3 | 0 | / | -2
39 | CC(C)(C)c1ccc(NC(=S)NCc2cccnc2)cc1 | 2 | 9 | -0.9 | -2 | 17 | 3.0 | 5 | 1 | 1.1 | 1
40 | Cc1ccc(NC(=O)CSc2nnc(NC3CC3)s2)cc1S(=O)(=O)N1CCOCC1 | / | / | -0.2 | / | 2 | / | / | 9 | -0.7 | -1

Some of these compounds in order of length of the SMILES, falling.
no. | SMILES | SARS 3CLpro inh | DUSP3 inh | Vc quorum ag | Rv3671c inh | GDH-TPI inh | Mtb UGM inh | SSB-PriA inh | MazF activator | Mtb BioA inh | Mtb FBA inh
28 | CCOC(=O)[C@H]1[C@H]2COc3ccc(Br)cc3[C@H]2N2C(=O)CN(Cc3ccc(C)cc3)C(=O)[C@@]12C | / | / | -0.4 | / | 6 | / | 6 | 161* | -2.2 | 1
22 | COc1ccc(N2C(=O)NC(NS(=O)(=O)c3ccccc3)(C(F)(F)F)C2=O)cc1 (configuration not stated) | -3 | 44 | 4.3 | 2 | 5 | 1.6 | -6 | 3 | -0.6 | 1
38 | CC(=O)Nc1ccc(OCC(O)Cn2ccnc2C)cc1 (configuration not stated) | -8 | 19 | -0.3 | -1 | 3 | -1.2 | -3 | 0 | / | -2

Whole records as entered above. Values in the order: SARS 3CLpro inh	DUSP3 inh	Vc quorum ag	Rv3671c inh	GDH-TPI inh	Mtb UGM inh	SSB-PriA inh	MazF activator	Mtb BioA inh	Mtb FBA inh
Profile of CCc1ccc(NC(=O)CSc2nc3cc(C(=O)OC)ccc3c(=O)n2CC2CCCO2)cc1 (configuration not stated) → 2	10	/	5	-2	2.5	-12	4	-0.1	-4
Profile of Cc1ccc(NC(=O)C2(C)CCN2C(=O)Cc2ccc(C(C)C)cc2)cc1 (configuration not stated) → /	/	i	/	1	/	/	/	3.0	3
Profile of COc1cccc(-c2csc(N3CCN(C(=S)Nc4cccc(Cl)c4)CC3)n2)c1 → -2	20	1.9	-22	9	-2.0	6	-4	-0.7	-3

Following part.
no. | SMILES | SARS 3CLpro inh | DUSP3 inh | Vc quorum ag | Rv3671c inh | GDH-TPI inh | Mtb UGM inh | SSB-PriA inh | MazF activator | Mtb BioA inh | Mtb FBA inh
41 | Cn1c(=O)c2cc(NC(=O)CCc3cccnc3)ccc2n1Cc1cccc(C(F)(F)F)c1 | / | / | i | / | 5 | / | / | / | 12 | 141*
42 | COc1cc(C=NOC(=O)Nc2ccccc2)cc(OC)c1OC | / | / | i | / | -11 | / | -5 | 3 | -0.8 | -2
43 | CC(C)(C)CN1CCC(Oc2cccc(C(=O)N3CCNC(=O)C3(C)C)c2)CC1 | -4 | 82 | 0.3 | -4 | -10 | -1.5 | 6 | 4 | -3.7 | -1
44 | O=C(CC1CCCCC1)N1CCCC(c2nc(-c3ccc(S(=O)(=O)N4CCCC4)cc3)no2)C1 (configuration not stated) | -3 | 21 | -1.8 | -13 | 2 | -1.9 | -4 | -1 | 1.0 | 0
45 | CCCCCCC(=O)NNC(=O)CC(=O)Nc1ccccc1C(=O)O | 5 | -12 | -0.5 | -19 | 6 | 5.0 | 2 | 1 | -3.1 | 7
46 | COc1ccc(-n2cc(-c3ccccc3)c3c(N4CC(C)OC(C)C4)ncnc32)cc1 (configuration not stated) | -1 | 25 | i | -15 | 6 | 3.3 | 10 | 3 | / | 1
47 | CC(=O)c1ccc(N2CCN(C(=O)CCCn3c(=S)[nH]c4cc5c(cc4c3=O)OCO5)CC2)cc1 | 2 | 21 | -0.7 | -7 | 35* | -1.1 | -6 | 14 | -1.3 | 0
48 | O=C(NNC1CC(=O)N(c2ccc(F)cc2)C1=O)c1cccnc1 (configuration not stated) | -1 | 16 | -0.4 | -2 | 5 | 1.2 | 3 | -2 | / | -1
49 | N#Cc1c(N)n(CCNC(=O)c2ccc(Cl)cc2)c2nc3ccccc3nc12 | -3 | 6 | i | -12 | 18 | 2.7 | -12 | 11 | -1.0 | 199*
50 | O=C(CCc1nnc2ccc(NCc3ccco3)nn12)Nc1cc(F)ccc1F | -3 | 9 | -0.3 | -1 | -5 | 3.3 | -21 | 5 | 14 | 1

Down the list, as entered above.
Entries 43–50 in Vc quorum ag read 0.3, -1.8, -0.5, i, -0.7, -0.4, i, -0.3

Results in Mtb FBA inh, for 2 of the compounds above:
#	SMILES	Mtb FBA inh
45	CCCCCCC(=O)NNC(=O)CC(=O)Nc1ccccc1C(=O)O	7
44	O=C(CC1CCCCC1)N1CCCC(c2nc(-c3ccc(S(=O)(=O)N4CCCC4)cc3)no2)C1 (configuration not stated)	0

This is a subset (hit frequency here may not be typical).
